Compound activity (PubChem)
procasp7 counter – counter-screen for procaspase-3 activators: activators of human procaspase-7. recombinant procaspase-7, Ac-DEVD-pNA absorbance 405 nm; D23A/D198A/D206A triple mutant, cannot self-cleave; scale: DMSO 0, 5 µM enzyme 100. AID 463210. activation, % at 8.5 µM. hit rate 0.093% among 330,000. P55210;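 active means percent activation above the screen-wide mean plus 3 SD, cut at about 25% in these data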
Target sequence (P55210 whole entry D23A/D198A/D206A): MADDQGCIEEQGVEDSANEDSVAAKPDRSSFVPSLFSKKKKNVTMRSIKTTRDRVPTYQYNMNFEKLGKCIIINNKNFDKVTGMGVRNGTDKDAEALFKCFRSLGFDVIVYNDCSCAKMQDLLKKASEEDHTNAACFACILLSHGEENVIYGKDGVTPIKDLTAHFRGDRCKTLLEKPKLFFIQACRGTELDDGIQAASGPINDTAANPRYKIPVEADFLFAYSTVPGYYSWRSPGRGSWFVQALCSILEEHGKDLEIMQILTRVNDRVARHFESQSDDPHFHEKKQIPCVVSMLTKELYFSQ
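Material: Procaspase-7 triple mutant (PC-7 D3A) | Quantity: 2 µM procaspase-7 mutant as dispensed | Reagent: DEVD-pNA substrate | Times: 1 h preincubation, 2 h reaction | Technique: 405 nm absorbance of p-nitroaniline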
procasp3 activ – activators of human procaspase-3. P42574. recombinant procaspase-3 D3A, Ac-DEVD-pNA absorbance 405 nm. activation, % at 8.5 µM. hit rate 0.11% among 330,000. AID 463141;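 active means activation above the mean of all tested compounds plus 3 SD, cut at about 21% in these data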;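 further: 0% = DMSO alone and 100% = DMSO wells spiked with extra 5 µM PC-3 D3A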
Target sequence (P42574 whole entry D9A/D28A/D175A): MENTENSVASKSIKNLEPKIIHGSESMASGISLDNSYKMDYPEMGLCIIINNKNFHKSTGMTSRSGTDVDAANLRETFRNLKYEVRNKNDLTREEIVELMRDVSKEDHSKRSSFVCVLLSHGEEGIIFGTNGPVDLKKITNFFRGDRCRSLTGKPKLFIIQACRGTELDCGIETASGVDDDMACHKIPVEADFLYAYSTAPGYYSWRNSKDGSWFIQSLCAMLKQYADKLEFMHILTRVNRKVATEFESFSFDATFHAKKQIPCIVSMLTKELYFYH
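assay system = Procaspase-3 D3A mutant | signal = absorbance at 405 nm, 0 and 120 min | times = 1 h preincubation plus 2 h reaction at 25 °C | repeats = single replicate | read-out = % activation between DMSO and enzyme-spiked controls | medium = Zinc-free HEPES saline buffer with Triton X-100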
LAP4 TOR yeast – modulators of TOR pathway LAP4-GFP in S. cerevisiae. hit rate 0.34% among 320,000. AID 2023. S. cerevisiae LAP4-GFP multiplex, flow cytometry GFP, 3 h; median GFP as percent of DMSO wells. GFP response vs DMSO, % at 10 µM;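 active means GFP response vs DMSO above a set limit, about the screen mean plus 3 SD, cut at about 150% in these data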
RPL19A TOR yeast – modulators of TOR pathway RPL19A-GFP in S. cerevisiae; S. cerevisiae RPL19A-GFP strain, flow cytometry, 3 h; active compounds read low; percent response vs DMSO, % at 10 µM; hit rate 0.3% among 330,000;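 active means percent response vs DMSO below 50%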;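 further: median channel GFP fluorescence of the barcoded RPL19A-GFP strain; ratio of sample median GFP to plate DMSO average so 100% = DMSO; lower means less RPL19A-GFP as with rapamycin TOR inhibition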
MEP2-GFP yeast – alters MEP2-GFP fluorescence in TOR pathway yeast screen; GFP response vs DMSO, % at 10 µM; hit rate 0.51% among 330,000; S. cerevisiae MEP2-GFP strain, flow cytometry GFP, 3 h; 100% = DMSO control level; AID 2016;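 active means GFP response versus DMSO above a set limit, roughly screen mean plus 3 SD, cut at about 180% in these data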;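 further: median GFP fluorescence of the barcode-gated MEP2-GFP cells per well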
AGP1 TOR yeast – yeast TOR pathway AGP1-GFP modulation. hit rate 0.02% among 320,000. S. cerevisiae AGP1-GFP multiplex flow cytometry, 3 h; GFP as percent of DMSO wells. GFP response vs DMSO, % at 10 µM. AID 2066;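 active means GFP response relative to DMSO above a set limit, near screen average plus 3 SD, cut at about 150% in these data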;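 further: median GFP channel fluorescence of the gated AGP1 strain per well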
AHR activator – activates the human aryl hydrocarbon receptor; P35869; AHR-responsive luciferase reporter cells, luminescence; activation, % at 5 µM; hit rate 2.5% among 320,000; AID 2796; in the data active means activation above about 47%;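 further: 0% = vehicle wells and 100% = reference agonist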
CIT2-GFP yeast – alters CIT2-GFP fluorescence in TOR pathway yeast screen. S. cerevisiae CIT2-GFP strain, flow cytometry, 3 h; 100 means same as DMSO wells. hit rate 0.065% among 320,000. AID 2029. GFP response vs DMSO, % at 10 µM;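 active means GFP response relative to DMSO above a set limit, near the screen mean plus 3 SD, cut at about 150% in these data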;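 further: ratio of well median GFP fluorescence to mean of DMSO wells on the plate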
* hit, by the source's call; . = no result given; [ ] = remark or other dose.

No.	SMILES	procasp7 counter	AGP1 TOR yeast	AHR activator	procasp3 activ	CIT2-GFP yeast	MEP2-GFP yeast	RPL19A TOR yeast	LAP4 TOR yeast
1	Cc1cc(NC(=O)CSCC(=O)N(c2cccc(Cl)c2)C(C(=O)NC2CCCCC2)c2ccc(O)c(O)c2)no1 (configuration not stated)	-4	107	-1	-3	107	110	112	91
2	O=C(c1ccncc1)N1CCN(S(=O)(=O)c2cccc([N+](=O)[O-])c2)CC1	0	107	-1	15	102	102	100	107
3	Cc1nn(Cc2ccccc2Cl)c(Cl)c1/C=C/C(=O)OCC(=O)NC1CCS(=O)(=O)C1 (configuration not stated)	4	87	-3	-3	97	97	89	94
4	CCOc1ccc(CNC(=O)c2ccc(Sc3ccc(C)cc3)c(NC(C)=O)c2)cc1	3	111	-1	4	84	95	100	106
5	Cc1ccc(CCNC(=O)C2CC(=O)N(CCc3ccccc3)C2)cc1 (configuration not stated)	0	101	-1	8	100	91	99	91
6	Cc1c(NC(=O)COc2cccc(F)c2)c(=O)n(-c2ccccc2)n1C	4	103	0	1	105	108	108	103
7	Cc1cc(C)c(OCCCn2ccnc2)c(C)c1	.	102	.	.	108	107	107	97
8	Cc1cc2nnc(SC3CCOC3=O)n2c2ccccc12 (configuration not stated)	0	80	1	1	75	82	87	82
9	COCCN(Cc1ccccc1)C(=O)C1CCN(S(=O)(=O)c2ccc(OC)c(OC)c2)CC1	-8	103	0	6	90	96	96	101
10	Cc1cc(NC(=O)CN2C(=O)NC(CCc3ccccc3)C2=O)no1 (configuration not stated)	-2	92	3	-3	100	103	101	92
11	O=C1C2CCCN2C(=O)N1CCN1CCN(CCO)CC1 (configuration not stated)	11	83	1	-3	117	93	104	80
12	Cc1nn(C)cc1C(C)NC(=O)c1cc(COc2ccc(F)c(F)c2)on1 (configuration not stated)	-11	122	-5	3	137	202*	85	124

(cont.)
No.	SMILES	procasp7 counter	AGP1 TOR yeast	AHR activator	procasp3 activ	CIT2-GFP yeast	MEP2-GFP yeast	RPL19A TOR yeast	LAP4 TOR yeast
13	CN(C1CCCCC1)S(=O)(=O)c1ccc(S(=O)(=O)N2CCCC2)cc1	0	98	0	14	102	97	100	96
14	CCn1c(SCC(=O)Nc2nccs2)nnc1-c1ccncc1	6	105	6	13	100	103	103	101
15	COc1cccc(-c2ccc(NC(=O)C3CCCN(Cc4cnc(N(C)C)s4)C3)cc2)c1 (configuration not stated)	-1	124	1	-3	112	116	110	126
16	O=C(O)CCCC(=O)N1N=C(c2ccccc2)CC1c1cccs1 (configuration not stated)	2	95	-2	3	84	97	97	90
17	O=C1Nc2ccccc2O/C1=C\c1ccccc1Br	29*	98	53*	36*	99	107	102	115
18	CCOC(=O)C1CCCN(C(=O)c2cccc(S(=O)(=O)N(C)c3c(C)n(C)n(-c4ccccc4)c3=O)c2)C1 (configuration not stated)	3	94	0	-3	90	92	91	92
19	COc1cc(NC(=O)c2onc(C)c2Cl)c(OC)cc1Cl	-6	103	60*	2	96	104	100	101
20	Cc1ccccc1CN1C(=O)[C@@H]2Cc3c([nH]c4ccccc34)C(C)(C)N2C1=O	-1	79	3	1	68	94	93	128
21	COc1ccc(NC(=O)COc2ccc(C(=O)OCC(=O)N(C)C3CCS(=O)(=O)C3)cc2OC)cc1 (configuration not stated)	3	107	2	-2	100	104	108	96
22	CC(C)N1CCC(N2CCN(Cc3cccc4nonc34)CC2CCO)CC1 (configuration not stated)	6	103	0	-10	113	113	113	108
23	Cc1ccc(NC(=O)CSc2nnc(-c3cnccn3)n2-c2ccccc2)cc1	13	97	4	14	88	99	99	102
24	Cc1ccccc1NC(=O)Cn1c(=O)n(Cc2ccccc2)c(=O)c2c(C)c(C)sc21	4	111	2	-4	96	115	107	99

(list continues)
No.	SMILES	procasp7 counter	AGP1 TOR yeast	AHR activator	procasp3 activ	CIT2-GFP yeast	MEP2-GFP yeast	RPL19A TOR yeast	LAP4 TOR yeast
25	O=c1c2ccccc2nnn1Cc1ccccn1	4	96	8	4	95	99	95	99
26	Cc1nnc(NC(=O)Nc2cccc(Cl)c2)s1	-2	97	71*	7	94	99	92	94
27	CN(C)C(=O)c1ccc(Cl)cc1[N+](=O)[O-]	6	101	-2	0	97	97	95	113
28	CCN1CCN(S(=O)(=O)c2ccc(Cl)c(C(=O)NC(C)c3ccccc3Cl)c2)CC1 (configuration not stated)	6	109	2	-8	78	102	95	109
29	COc1ccc(NC(=O)Nc2cccc3c2O[C@H](CN(C)S(=O)(=O)c2ccccc2)[C@@H](C)CN([C@H](C)CO)C3=O)cc1	4	108	1	-5	101	105	101	104
30	CC(=O)Nc1sc(-c2ccccc2)nc1-c1ccccc1	-4	83	1	8	94	91	93	107
31	Cc1ccc(C(=O)NCCONC(=O)c2ccc(C)cc2)cc1	-5	116[may fluoresce green]	2	-4	138[may fluoresce green]	109[may fluoresce green]	95[may fluoresce green]	103[may fluoresce green]
32	COc1ccc(S(=O)(=O)N2CCN(Cc3ccccc3)CC2)cc1	5	98	2	2	98	105	101	100
33	CC(C)CCNC(=O)C1CCCCN1S(=O)(=O)c1ccc(F)cc1 (configuration not stated)	-10	108	0	-7	109	116	95	105
34	CCC(=O)/C=C1/Sc2ccc(OC)cc2N1CCO	6	110	-2	-6	93	97	97	116
35	Cc1cccc(NC(=O)c2nc[nH]c2C(=O)NCCN(CCNC(=O)c2[nH]cnc2C(=O)Nc2cccc(C)c2)CCNC(=O)c2[nH]cnc2C(=O)Nc2cccc(C)c2)c1	-12	84	-1	5	79	94	101	84
36	O=C(CN1CC(=O)Oc2ccccc21)OCC(=O)c1ccc(Br)cc1	-9	91	20	-10	91	92	94	90

Remaining list, next part
No.	SMILES	procasp7 counter	AGP1 TOR yeast	AHR activator	procasp3 activ	CIT2-GFP yeast	MEP2-GFP yeast	RPL19A TOR yeast	LAP4 TOR yeast
37	O=C(O)Cc1ccc(NS(=O)(=O)c2c(Cl)cccc2Cl)cc1	1	118	-1	-4	103	98	108	99
38	CCn1c(N2CCN(S(=O)(=O)c3ccc(F)cc3)CC2)nc2ccccc21	0	116	5	-2	108	110	109	111
39	CCOc1ccccc1C(=O)Nc1cc(=O)n(C)c(=O)n1C	9	103	1	6	94	100	97	98
40	C=CCN1C(=O)C(CC(=O)Nc2ccc(OC)cc2)N(Cc2ccco2)C1=S (configuration not stated)	2	104	3	-10	99	78	100	89
41	CC(=O)Nc1cccc(NC(=O)CSc2ccc(-c3cccnc3)nn2)c1	8	90	3	3	98	95	96	93
42	O=C(Cn1c(COc2ccccc2)nc2ccccc21)Nc1cc(Cl)c(Cl)cc1Cl	2	108	2	0	105	98	98	117
43	COc1ccc(-n2c(Cc3cc(=O)[nH]c(=O)[nH]3)nnc2SCC(=O)N2CCC(C)CC2)cc1	2	105	1	4	102	111	103	100
44	O=C(CCSCCc1ccccn1)Nc1ccc(Br)cc1F	2	73	2	-1	86	83	104	81
45	Cc1nn2c(N)c(C#N)cnc2c1-c1ccccc1	2	82	2	1	78	89	90	85
46	Cc1ccc(C2(C)NC(=O)N(CC(=O)N(C)CC(=O)Nc3cccc(F)c3)C2=O)cc1 (configuration not stated)	5	102	1	5	104	101	96	105
47	CCOC(=O)C1CCN(S(=O)(=O)c2c(C)noc2C)CC1	-7	107	0	7	128	108	95	99
48	O=C(CNC(=O)C1CCCC1)Nc1ccccc1Br	6	104	5	1	100	115	100	109

Of the compounds above, these have a Cl atom:
No.	SMILES	procasp7 counter	AGP1 TOR yeast	AHR activator	procasp3 activ	CIT2-GFP yeast	MEP2-GFP yeast	RPL19A TOR yeast	LAP4 TOR yeast
1	Cc1cc(NC(=O)CSCC(=O)N(c2cccc(Cl)c2)C(C(=O)NC2CCCCC2)c2ccc(O)c(O)c2)no1 (configuration not stated)	-4	107	-1	-3	107	110	112	91
3	Cc1nn(Cc2ccccc2Cl)c(Cl)c1/C=C/C(=O)OCC(=O)NC1CCS(=O)(=O)C1 (configuration not stated)	4	87	-3	-3	97	97	89	94
19	COc1cc(NC(=O)c2onc(C)c2Cl)c(OC)cc1Cl	-6	103	60*	2	96	104	100	101
26	Cc1nnc(NC(=O)Nc2cccc(Cl)c2)s1	-2	97	71*	7	94	99	92	94
27	CN(C)C(=O)c1ccc(Cl)cc1[N+](=O)[O-]	6	101	-2	0	97	97	95	113
28	CCN1CCN(S(=O)(=O)c2ccc(Cl)c(C(=O)NC(C)c3ccccc3Cl)c2)CC1 (configuration not stated)	6	109	2	-8	78	102	95	109
37	O=C(O)Cc1ccc(NS(=O)(=O)c2c(Cl)cccc2Cl)cc1	1	118	-1	-4	103	98	108	99
42	O=C(Cn1c(COc2ccccc2)nc2ccccc21)Nc1cc(Cl)c(Cl)cc1Cl	2	108	2	0	105	98	98	117
